ARFGAP1 inhibitor = inhibitors of rat ARFGAP1 GAP activity, primary screen, biochemical, fluorescence polarization, GDP tracer | Arfgap1-stimulated ARF1 GTP hydrolysis, GDP FP detection | ADP-ribosylation factor GTPase-activating protein 1 (Rattus norvegicus), Q62848 | AID 651572, 2012 | inhibition, % at 16.5 µM | hit rate 0.26% among 360,000;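 active = inhibition above a per-plate limit, mean inhibition of low control wells plus 3 SD, cut at about 25% in these data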;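 note: 0% = DMSO wells with enzyme and 100% = wells lacking Arfgap1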
Target sequence (Q62848 1-136 limits assumed): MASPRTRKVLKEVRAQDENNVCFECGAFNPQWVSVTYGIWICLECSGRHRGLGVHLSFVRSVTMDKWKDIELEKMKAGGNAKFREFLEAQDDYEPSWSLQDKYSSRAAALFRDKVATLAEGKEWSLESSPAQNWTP
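material = rat Arfgap1 catalytic domain, aa 1-136 | also added = human ARF1(Δ1-17)-GTP substrate | compound dosing = one concentration, 16.5 µM, DMSO 1.26% | times = GTP hydrolysis reaction 2 h at 25 °C | measured by = FP, GDP Alexa 633 tracer displaced from anti-GDP antibody, 620/688 nm | evaluation = percent inhibition of Arfgap1-stimulated GTP hydrolysis | replication = single well per compound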
PLC-gamma1 inh = PLC-gamma1 enzyme inhibitors, primary screen, biochemical, fluorescence, purified enzyme. hit rate 0.84% among 370,000. inhibition, % at 12.2 µM. fluorogenic substrate. 1-phosphatidylinositol 4,5-bisphosphate phosphodiesterase gamma-1 (Homo sapiens), P19174; in the data active = inhibition above about 9.5%
PLC-beta3 inh = human PLC-beta3 inhibitors, primary screen, biochemical, fluorescence | 1-phosphatidylinositol 4,5-bisphosphate phosphodiesterase beta-3 (Homo sapiens), Q01970 | Purified PLC-beta3, fluorogenic substrate | inhibition, % at 12.2 µM | hit rate 0.18% among 370,000 | AID 720704, 2013; in the data active = inhibition above about 11%;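 note: 0% = median of compound wells on plate and 100% = full blocker control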
ASAP1 GAP inh = inhibitors of human ASAP1 ArfGAP activity, primary screen, biochemical, fluorescence polarization. inhibition, % at 16.5 µM. ASAP1-stimulated ARF1 GTP hydrolysis, GDP FP detection. hit rate 0.19% among 360,000. Arf-GAP with SH3 domain, ANK repeat and PH domain-containing protein 1 (Homo sapiens), …. AID 624377, 2012; in the data active = inhibition above about 25%;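 note: 0% = vehicle with enzyme and substrate and 100% = no enzyme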
ADAM17 inh = ADAM17 inhibitors, primary screen, biochemical, QFRET | hit rate 0.83% among 370,000 | recombinant ADAM17, EDANS/DABCYL FRET peptide cleavage | AID 720648, 2013 | Disintegrin and metalloproteinase domain-containing protein 17 (Homo sapiens), P78536 | inhibition, % at 6.95 µM;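 active = inhibition above the mean of compounds lying between control limits plus 3 SD, set per campaign, cut at about 8.5% in these data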;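 note: 0% = DMSO-only wells as the low control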
DDE Tn6 FP inh = inhibitors of Tn6 peptide binding to fibrin DD(E), primary screen, biochemical, fluorescence polarization, human fibrin, Tn6 probe | Fibrinogen beta chain (Homo sapiens), P02675 | Fibrin DD(E) TRITC-Tn6 fluorescence polarization displacement | inhibition, % at 8.3 µM | hit rate 0.21% among 370,000 | AID 720509, 2013;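 active = inhibition above a per-campaign cutoff: mean of compounds within control limits plus 3 SD, cut at about 15% in these data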;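 note: 0% = median of all compound wells on the plate and 100% = blocking peptide control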
Target sequence (P02675 whole entry, looked up): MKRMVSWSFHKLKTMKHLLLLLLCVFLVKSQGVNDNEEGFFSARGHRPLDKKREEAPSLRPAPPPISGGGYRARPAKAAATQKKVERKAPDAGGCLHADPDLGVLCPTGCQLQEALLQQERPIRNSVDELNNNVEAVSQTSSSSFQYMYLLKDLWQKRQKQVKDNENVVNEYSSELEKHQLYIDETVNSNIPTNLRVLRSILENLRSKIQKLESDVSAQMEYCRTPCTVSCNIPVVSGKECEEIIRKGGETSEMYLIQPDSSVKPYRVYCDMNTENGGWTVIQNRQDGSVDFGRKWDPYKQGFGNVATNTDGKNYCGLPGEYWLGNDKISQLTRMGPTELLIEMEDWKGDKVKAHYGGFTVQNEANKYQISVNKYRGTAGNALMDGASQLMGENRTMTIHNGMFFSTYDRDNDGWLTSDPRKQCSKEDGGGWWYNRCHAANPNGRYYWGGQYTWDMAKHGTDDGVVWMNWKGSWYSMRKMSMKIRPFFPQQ
TDP2 inh = human TDP2 enzyme inhibitors, primary screen, biochemical, epi absorbance, recombinant enzyme; inhibition, % at 12.8 µM; Tyrosyl-DNA phosphodiesterase 2 (Homo sapiens), O95551; T5PNP hydrolysis, p-nitrophenol absorbance 415 nm; hit rate 0.34% among 370,000; AID 720702, 2013;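 active = inhibition above the mean of all tested compounds plus 3 SD, set per campaign, cut at about 25% in these data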;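 note: 0% = DMSO with enzyme and 100% = buffer with substrate but no TDP2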
Target sequence (O95551 whole entry, looked up): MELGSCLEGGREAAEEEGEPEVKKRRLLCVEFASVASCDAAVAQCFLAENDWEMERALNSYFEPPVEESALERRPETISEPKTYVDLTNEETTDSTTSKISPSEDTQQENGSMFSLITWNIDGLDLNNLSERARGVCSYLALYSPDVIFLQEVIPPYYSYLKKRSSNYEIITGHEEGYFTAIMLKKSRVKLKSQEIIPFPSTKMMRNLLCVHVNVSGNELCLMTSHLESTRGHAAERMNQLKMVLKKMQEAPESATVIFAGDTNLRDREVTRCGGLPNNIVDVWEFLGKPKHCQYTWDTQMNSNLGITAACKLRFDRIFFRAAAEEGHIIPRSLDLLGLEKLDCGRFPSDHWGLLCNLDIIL
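Assay system: Recombinant human TDP2 | Quantity: 120 nM TDP2 per well | Incubation: 2 h at 37 °C | Signal: Epi absorbance | Evaluation: Percent inhibition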
ADAM10 inh = human ADAM10 inhibitors, primary screen, biochemical, QFRET, HTS. inhibition, % at 7 µM. hit rate 0.62% among 370,000. recombinant ADAM10, EDANS/DABCYL FRET peptide cleavage, 3 h. Disintegrin and metalloproteinase domain-containing protein 10 (Homo sapiens), O14672;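 active = inhibition above a per-campaign cutoff equal to the mean of compounds falling between control-based bounds plus 3 SD, cut at about 20% in these data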;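 note: 0% = DMSO wells while the 100% control is not disclosed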
SIAE inh = human SIAE inhibitors, primary screen, biochemical, fluorescence polarization, FP-Rh probe, 1536-well HTS; SIAE FP-Rh probe binding; hit rate 0.69% among 370,000; inhibition, % at 9.66 µM;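 active = inhibition above a cutoff: mean of compounds within the control limits plus 3 SD of those, cut at about 17% in these data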;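 note: 0% = plate median of compound wells and 100% = probe without SIAE protein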
Tn7 DDE FP = inhibitors of Tn7 peptide binding to fibrin DD(E), primary screen, biochemical, fluorescence polarization, human fibrin, Tn7 probe. hit rate 0.13% among 370,000. inhibition, % at 8.3 µM. Fibrinogen beta chain (Homo sapiens), P02675. FP displacement of FITC-Tn7 peptide from fibrin DD(E); 0% = median of compound wells per plate;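 active = inhibition above the mean of compounds falling within the control limits plus 3 SD of them, cut at about 14% in these data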;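 note: 0% = plate median of compound wells and 100% = 10 µM Aha-Tn7 peptide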
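Assay system: Human clot-derived fibrin DD(E) complex | Buffer or medium: Tris/NaCl/CaCl2 buffer, pH 7.8 | Repeats: One replicate per compound | Benchmarks: Aha-Tn7 high control | Measure: % inhibition scaled between sample-field median and high-control FP | Schedule: 10 min plus 3 h, room temperature | Signal: Fluorescence polarization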
* = called active by the depositor; & = joins results of further samples.

No.	smiles	ARFGAP1 inhibitor	PLC-gamma1 inh	PLC-beta3 inh	ASAP1 GAP inh	ADAM17 inh	DDE Tn6 FP inh	TDP2 inh	ADAM10 inh	SIAE inh	Tn7 DDE FP
1	Cc1nccn1CC(O)Cn1c2ccccc2c2ccccc21 (configuration not stated)	2.2	1.6	3.9	-9.5	-1.4	-3.4	-0.6	-0.6	10.5	-8.0
2	Cn1c(=O)c2ncn(CC(=O)NCCOc3ccccc3)c2n(C)c1=O	2.2	1.2	2.9	-5.2	3.5	4.5	-2.8	4.8	-4.1	5.0
3	O=C(CC1C(=O)N(c2ccc(Cl)cc2)C(=S)N1CCc1ccncc1)Nc1ccc(F)cc1 (configuration not stated)	13.9	5.0	4.6	-2.4	3.5	6.9	0.0	18.5	-20.8	3.3
4	O=C(Cn1cc([N+](=O)[O-])ccc1=O)N1CCCc2ccccc21	-1.3	0.7	-5.6	-12.2	-1.2	-4.3	-6.7	-6.1	0.4	9.5
5	CN1C(=O)c2ccc(S(=O)(=O)c3ccc(C(=O)O)cc3)cc2C1=O	0.7	3.9	4.5	-5.5	-0.6	-6.9	1.1	0.9	6.9	-0.5
6	CCCCC(CC)COC(=O)C(C#N)=C(c1ccccc1)c1ccccc1 (configuration not stated)	4.7	-0.2	2.2	3.2	-4.0	-5.3	-0.3	-5.8	3.9	-4.5
7	O=C(N/N=C/c1cc([N+](=O)[O-])ccc1O)c1cc(-c2ccccc2)nc2ccccc12	6.4	-2.3	0.2	14.0	-2.7	3.1	7.5	-0.7	7.3	7.2
8	Cc1ccc(S(=O)(=O)NC(C(=O)OCC(=O)NC(=O)c2cccn2C)C(C)C)cc1 (configuration not stated)	4.8	-1.6	-3.9	3.6	6.5	-2.2	-7.3	4.9	3.3	-0.8
9	Cc1cc(C)nc(Sc2ccc([N+](=O)[O-])cc2[N+](=O)[O-])n1	-4.6	1.6	-2.6	1.7	-3.4	-0.7	-5.0	-4.6	-5.5	-0.8
10	Cn1c(SCC(=O)NC2CC2)nnc1-c1ccccn1	6.0	1.2	-4.6	4.4	3.8	-7.1	-12.4	-4.8	-4.5	-6.3
11	COc1ccccc1/C=C/CN1CCCC(CCC(=O)NCc2ccccc2F)C1 (configuration not stated)	-10.1	4.0	-0.2	2.2	-1.6	3.1	-5.0	1.6	-1.6	-6.4
12	Cc1cc(O)c(NC(=O)c2cc([N+](=O)[O-])ccc2Cl)cc1C	6.3	0.3	0.7	15.0	2.7	-1.0	-9.2	-1.0	3.6	-3.4
13	CCOC(=O)c1nc(-c2ccccc2)sc1C(C)=O	2.2	1.1	-9.0	-7.3	-2.3	7.8	0.1	-1.8	-0.3	-0.1
14	O=C(NC1CCCC1)C(c1ccccn1)N(Cc1ccccc1F)C(=O)c1csnn1 (configuration not stated)	6.3	-0.2	-3.3	-2.4	-1.9	4.2	-13.8	-0.4	-2.5	2.2
15	CC(C)OC(=O)CN1C(=O)c2ccccc2C1=O	-19.5	1.8	-2.1	-1.4	-4.7	5.8	5.7	-3.4	9.6	5.5
16	C/C(=N\NC(=O)c1nnn(-c2nonc2N)c1-c1ccccc1)c1cccnc1	3.2	-4.0	-10.1	8.1	-3.0	-2.3	1.6	-14.5	5.2	1.0
17	COc1ccc(/C=C/C(=O)NCC(=O)N/N=C/c2cccnc2)cc1	0.9	2.7	0.6	-13.2	-2.2	1.8	-1.5	5.3	-0.9	-0.9
18	COC(C(=O)Nc1ccnn1C1CCN(Cc2ccccn2)CC1)c1ccccc1 (configuration not stated)	6.2	-2.3	-12.4	-11.9	-3.1	3.2	12.1	-12.3	3.5	-7.5
19	Cc1cc(N2CCC(C)CC2)nc(-c2ccccc2O)n1	-1.1	-47.0	-77.0	-4.4	-9.2	-1.2	-20.8	-15.4	-1.8	-0.3
20	CCC(CO)Oc1cc(NC(=O)c2ccccc2Cl)c2ncn(C(C)C)c2c1 (configuration not stated)	5.0	-2.5	-3.7	0.0	-4.5	-0.8	8.1	-6.5	2.9	-4.9
21	O=C(Nc1ccc2oc(=O)ccc2c1)c1cc2ccccc2o1	-3.6	-60.3	-81.3	4.5	-37.1	-6.3	4.3	-93.4	-30.0	2.1
22	Cc1ccc(-c2nnc(N3CCCCC3)c3ccccc23)cc1S(=O)(=O)NCC1CCCO1 (configuration not stated)	-5.8	-18.9	-23.0	-1.9	-1.4	6.3	5.7	1.4	-6.7	-4.5
23	Cc1noc(C)c1-c1nc(CS(=O)(=O)c2ccccc2)no1	5.8	-0.7	-9.1	3.3	0.0	6.2	7.0	2.3	-1.0	8.8
24	CCCCC1Cc2[nH][nH]c(=O)c2C(c2ccc(Cl)cc2)O1 (configuration not stated)	-10.5	1.0	1.9	-5.7	0.7	-0.7	-2.3	1.3	4.4	7.4
25	O=C(c1nnc(-c2ccncc2)o1)c1ccccc1Cl	3.5	0.3	0.8	-6.4	2.4	1.1	8.8	3.2	-8.2	6.7
26	COc1ccc(C2CC(C)(c3ccc(OC)cc3)Nc3ccccc3N2)cc1 (configuration not stated)	-1.1	-62.0	-87.4	-4.4	-5.8	-9.6	-5.0	-4.2	17.1*	6.2
27	N#CC1=C(N)N(c2ncn[nH]2)C2=C(C(=O)CCC2)C1c1ccc(F)cc1 (configuration not stated)	-5.9	-9.5	-11.6	13.3	-6.9	5.8	0.8	-12.0	5.2	6.8
28	Cc1nc2cc(C(=O)OCC(=O)N(CC(C)C)C3CCS(=O)(=O)C3)ccc2n1-c1ccccc1 (configuration not stated)	6.5	-10.1	-13.2	-1.4	-2.6	2.2	1.5	-14.8	-1.2	1.2
29	Oc1ccc(C[C@@H]2CNC(=S)N2CCc2cc(C(F)(F)F)cc(C(F)(F)F)c2)cc1	7.5	-2.5	-0.4	-1.4	1.3	2.7	-10.0	9.9	-11.3	-3.3
30	O=C(Nc1ccc(Nc2cccnc2)cc1)c1c[nH]c2ccccc12	15.2	-124.6	-157.6	11.9	-11.0	5.6	-0.1	-28.9	12.7	0.2
31	CN(C)CC(C)(C)CNC(=O)c1cc(=O)c2ccccc2o1	-4.6	3.6	-0.2	5.0	-4.8	7.4	3.4	-5.4	-2.6	2.4
32	CCCCn1c(C(C)NC(=O)CC)nc2ccccc21 (configuration not stated)	-9.7	3.0	8.8	-8.3	3.1	4.8	-11.0	8.7	9.7	8.0
33	COc1ccc(CC(C)Nc2cccc(SC)c2)cc1 (configuration not stated)	1.6	-1.0	-4.7	1.4	0.8	-0.3	8.8	1.9	7.8	-8.1
34	CC1CC(C)CN(CCCNC(=O)c2ccc(CS(=O)(=O)Cc3ccccc3F)o2)C1 (configuration not stated)	1.7	7.7	8.4	0.1	0.3	-1.2	-14.3	8.5	3.4	1.5
35	O=C(CCc1cnccn1)NC1CCCc2c1cnn2-c1ccc(F)cc1F (configuration not stated)	-6.8	-2.2	-5.1	13.5	-5.7	2.7	3.9	-3.6	1.3	6.7
36	COc1cc(-c2nnc(SCC(=O)N3c4ccccc4Sc4ccccc43)o2)cc(OC)c1OC	-8.8	0.6	1.0	4.5	-4.3	4.0	1.6	2.3	2.0	-1.9
37	CCN(CC)CCCN(Cc1cc2cc(OC)ccc2[nH]c1=O)C(=O)Nc1ccc(F)cc1	3.4	-19.5	-21.6	5.2	-52.4	-0.4	-2.9	-169.2	-0.9	-6.5
38	CCOCCCNc1nc2c(C)cccn2c(=O)c1/C=C1\SC(=S)N(C(C)CC)C1=O (configuration not stated)	1.7	-6.9	-14.5	2.5	-1.4	-1.0	1.0	-4.8	-21.3	-9.5
39	CC(=O)NC1C(Oc2ccccc2C)OC2COC(c3ccco3)OC2C1O (configuration not stated)	7.6	-0.7	0.2	0.6	1.2	-4.3	3.5	-2.5	8.5	4.8
40	COc1cc2c(c(OC)c1OC)C(c1ccc(O)cc1)CC(=O)O2 (configuration not stated)	13.4	-1.0	-1.3	-20.1	-4.1	-0.5	4.2	-19.0	2.0	5.7
41	COc1ccccc1N1C(N)=NC(N)=NC1(C)C	-2.4&8.7	3.5&0.1	5.2&3.4	1.4&11.2	4.1&-1.8	-11.1&-0.9	0.9&2.6	-15.0&-1.4	-0.6&3.4	-1.1&-0.8

Quoted from the listing:
Entry for no. 34 in DDE Tn6 FP inh: -1.2
Entry for no. 33 in Tn7 DDE FP: -8.1

High-throughput results deposited in PubChem by The Scripps Research Institute Molecular Screening Center.
